# Assay outcomes: PubChem BioAssay, National Center for Advancing Translational Sciences (NCATS)
# AmpC detergent = blocks E. coli AmpC beta-lactamase in detergent assay; P00811; AmpC hydrolysis of nitrocefin, absorbance 480 nm, 0.01% Triton; Potency, µM (top dose mostly 114 µM), without a hit: at the highest dose activity change, negative = inhibition, usual class: inhibitors; 370,000 compounds, 0.041% hits;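 note: potency is the fitted concentration of half-maximal effect; 0% = no-compound wells and -100% = no-enzyme wells; nearly all actives have a fitted effect of over 25% in size; some results filed as inactive show a strong effect at the top dose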
# Target sequence (P00811 whole entry, looked up): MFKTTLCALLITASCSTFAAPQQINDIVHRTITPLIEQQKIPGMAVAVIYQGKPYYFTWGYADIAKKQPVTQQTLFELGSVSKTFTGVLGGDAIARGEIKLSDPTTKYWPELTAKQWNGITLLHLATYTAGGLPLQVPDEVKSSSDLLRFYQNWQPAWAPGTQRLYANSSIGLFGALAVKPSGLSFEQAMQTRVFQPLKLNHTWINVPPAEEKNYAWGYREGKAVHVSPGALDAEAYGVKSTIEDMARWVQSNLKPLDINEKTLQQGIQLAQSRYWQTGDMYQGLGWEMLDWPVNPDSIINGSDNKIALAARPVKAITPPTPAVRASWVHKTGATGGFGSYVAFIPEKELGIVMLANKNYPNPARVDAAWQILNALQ
#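 AmpC (5.3 nM in the dispensed reagent) in 20 mM phosphate pH 7.0 with 0.01% (detergent screen) or 0.0001% Triton X-100 was preincubated with compounds for 15 min at room temperature. Nitrocefin was then added from an 800 uM solution, and hydrolysis was followed at 480 nm.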
# AMA1-RON2 inh = inhibitors of Plasmodium falciparum AMA1-RON2 interaction; AlphaScreen AMA1-biotinylated RON2 peptide binding; 360,000 compounds, 0.2% hits; Potency, µM (highest dose often 58.2 µM), inactives show at the top dose activity change, negative = inhibition, usual class: inhibitors;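 note: potency is the fitted concentration of half-maximal effect; 0% = vehicle wells and -100% = peptide control; nearly all actives have a fitted effect of over 45% in size; some results filed as inactive show a strong effect at the top dose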
#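 AMA1 (3D7) with his tag at 25 nM final met compounds first, then biotinylated RON2 peptide at 25 nM; detection used donor plus acceptor beads, 10 µg/mL apiece, read by AlphaScreen after 30 min at room temperature.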
# HCMV inh = human cytomegalovirus inhibition; HFF cells, HCMV-luciferase reporter, 72 h; hits give low values; activity change, negative = inhibition, % at 57.5 µM; 410,000 compounds, 4.5% hits; in the data active = activity change below about -60%; inconclusive = no clear call, values can overlap the other calls; inactive = above about -39%
#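 Compounds were evaluated in HFFs infected with an HCMV luciferase reporter virus (MOI 1 PFU/cell). Luciferase in lysates collected 72 h post infection served as the replication measure.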
# Sm TGR inh = S. mansoni TGR enzyme inhibition; Potency, µM (top dose mostly 114 µM), for inactives: at the highest dose activity change, negative = inhibition, most hits filed as inhibitors; purified TGR, DTNB reduction, TNB absorbance 405 nm; Q962Y6; 360,000 compounds, 3% hits; AID 485364; note: potency is the fitted concentration of half-maximal effect; nearly all actives have a fitted effect of over 60% in size
#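 First, TGR (20 nM dispensed) and NADPH were mixed with compound. Second, a 15 min room-temperature incubation followed. Third, further NADPH and then DTNB were added to start the reaction. Finally, TNB absorbance was monitored kinetically.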
# FBPA Giardia inh = inhibitors of Giardia lamblia fructose-1,6-bisphosphate aldolase; A8B2U2; purified Giardia FBPA; Potency, µM (top dose mostly 59.6 µM), inactives show at the highest dose activity, negative = inhibition, hits mostly inhibitors; 290,000 compounds, 0.71% hits; AID 2451; note: potency is the fitted concentration of half-maximal effect; nearly all actives have a fitted effect of over 55% in size
# Target sequence (A8B2U2 whole entry, looked up): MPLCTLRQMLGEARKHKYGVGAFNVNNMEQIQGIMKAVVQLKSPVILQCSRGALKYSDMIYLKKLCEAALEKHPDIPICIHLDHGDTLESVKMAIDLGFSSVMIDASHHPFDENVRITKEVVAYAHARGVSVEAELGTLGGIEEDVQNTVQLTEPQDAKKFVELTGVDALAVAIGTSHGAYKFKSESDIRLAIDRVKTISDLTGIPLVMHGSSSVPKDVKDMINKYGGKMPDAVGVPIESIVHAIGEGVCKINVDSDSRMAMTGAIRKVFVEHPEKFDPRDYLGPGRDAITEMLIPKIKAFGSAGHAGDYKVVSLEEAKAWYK
#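 40 nM FBPA preincubated 10 min at RT with compound (up to 57.5 uM final), then substrate plus GAPDH/TPI/NAD/arsenate coupling and diaphorase/resazurin added. Fluorescence read after 20 min at RT, 525/598 nm.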
# AmpC no deterg = blocks E. coli AmpC beta-lactamase in detergent-free assay | 330,000 compounds, 0.52% hits | AmpC nitrocefin hydrolysis, absorbance 480 nm, 0.0001% Triton | Potency, µM (top dose mostly 57.1 µM), for inactives: at the highest dose activity change, negative = inhibition, usual class: inhibitors | P00811;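 note: potency is the fitted concentration of half-maximal effect; plate controls were no compound for no effect and no enzyme for full effect; nearly all actives have a fitted effect of over 20% in size; some results filed as inactive show a strong effect at the top dose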
#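 AmpC (5.3 nM in the dispensed reagent) in 20 mM phosphate pH 7.0 with 0.01% (detergent screen) or 0.0001% Triton X-100 was preincubated with compounds for 15 min at room temperature. Nitrocefin was then added from an 800 uM solution, and hydrolysis was followed at 480 nm.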
# Starred values were filed as active, the others as inactive; ? = inconclusive; · = no result given; & = joins results of further samples; [ ] = another dose, or the depositor's remark. Unless noted, calls come from the whole dose curve; as a rule, active = well fitted curve in the direction sought with a large enough effect; inconclusive = small, poorly fitted or top-dose-only effect, or another doubt; inactive = no such curve, though single readings can be large; an effect the other way counts as inactive or inconclusive. Unless noted, % is set by controls: 0 for no effect and ±100 for the full control effect.
SMILES,AmpC detergent,AMA1-RON2 inh,HCMV inh,Sm TGR inh,FBPA Giardia inh,AmpC no deterg
CC(=O)Nc1nccc(-c2cc(-c3ccccc3)no2)n1,-4%,9%,·,-8%,2%,-14%
Cc1cc(C)c2c(NC(=S)NC(=O)c3ccccc3)n[nH]c2n1,0%,99%[activator],-35,-6%,-12%,-18%
COc1cccc(NC(=O)Nc2ccc3c(c2)N(C)C(=O)c2ccccc2S3)c1,29%,·,-34,5%,·,·
COc1ccc(C)cc1N(C)C(=O)c1c(C)oc2ncnc(N3CCOCC3)c12,13%,·,-37,0%,·,·
COc1ccc(-c2csc3ncnc(N4CCN(S(=O)(=O)c5cccc(C(F)(F)F)c5)CC4)c23)cc1,-12%,5%,?,7%,·,-39%
CCOc1ccccc1OC(=O)c1cc2ccccc2oc1=O,3%,2%,-11,9%,-3%,-7%
COc1ccc(NC(=O)C2CCN(S(=O)(=O)c3c(C)noc3C)CC2)cc1OC,-10%,-5%,-18,-13%,?,19%
Cc1cccc(CN2CCc3c(OCC(=O)N4CCCc5ccccc54)cccc3C2=O)c1,-4%,-27%,-20,-13%,-2%,-4%
Cc1cccn2c(=O)c3cc(C(=O)NCCc4ccccc4)sc3nc12,-1%,-1%,61,?,13%,-29%
O=C(Nc1cccc(Cl)c1)N1CC2CCCN2c2ccccc21 (stereo unspecified),7%,·,20,-19%,·,·
CCc1ccc(NC(=O)NCCN2CCc3ccccc3C2)cc1,?,-6%,73,-2%,?,-10%
CC(=O)N/C(=C\c1ccc(F)cc1)C(=O)NC(Cc1c[nH]c2ccccc12)C(=O)O (stereo unspecified),-4%,-4%,29,-9%,-1%,-20%
C/C(=N\NC(=S)Nc1ccc(C)cc1)c1cccc(N)c1,3%,25%,33,·,-1%,-19%
Cc1c(NC(=O)COc2ccc3ccccc3c2)c(=O)n(-c2ccccc2)n1C,4%,3%,-34,5%,9%,1%
COc1ccc(CCC(=O)N2CCN(S(=O)(=O)c3ccc(OC(F)(F)F)cc3)CC2)cc1,3%,-3%[11.6 µM],-4,1%,·,111%[activator]
Cc1ccc(C2C(=O)N(C3CCCC3)CC(=O)N2CC2COc3ccccc3O2)cc1 (stereo unspecified),-17%,13%,9,11%,·,2%
O=C(CSc1nc2ccccc2[nH]1)N1CCCCC1,2%,7%,34,9%,-11%,-17%
Cc1ccc(-c2cc(C(=O)OCC(=O)N(C)C3CCS(=O)(=O)C3)c3ccccc3n2)c(C)c1 (stereo unspecified),4%,6%,24,6%,-14%,196%[activator]
CCC(=O)C1=C(N2CCCC2)CC(C)(C)CC1=O,?,7%,29,4%,0%,-6%
COc1ccc(CCN=C(N)NS(=O)(=O)c2ccccc2)cc1OC,1%,-4%,-37,4%,3%,-20%
N#Cc1ccc(C23CC4CC(CC(C4)C2)C3)[nH]c1=O,?,?,22,-24%,-4%,-8%
CC(=O)Nc1ccc(Sc2ccccc2C(=O)Nc2ccc(F)cc2)cn1,-12%,-6%,?,-3%,-4%,-38%
Cc1ccc2cc(CN(CC3CCCO3)C(=S)Nc3ccccc3)c(=O)[nH]c2c1 (stereo unspecified),-2%,-1%,-37,-2%,-5%,9%
Cc1ccc(C(=O)Nc2ccc3ccccc3c2)cc1,-2%,0%,?,-15%,-5%,-38%
CCCc1cc(=O)oc2cc(OCC(=O)NCc3cccs3)ccc12,-7%,10%,-1,-4%,5%,-37%
COCCN(C(=O)Cn1nnc2ccccc21)C(C(=O)NC1CCCC1)c1ccc(OC)cc1OC (stereo unspecified),0%,12%,-14,2%,0%,36%
CC1CCCCC1NC(=O)/C(C#N)=C/c1ccc2c(c1)OCCO2 (stereo unspecified),?,12%,·,1%,-1%,-13%
CC1CCN(c2ccc(C(=O)O)cc2N)CC1,?,-12%,41,5%,-10%,-18%
CCOC(=O)CNC(=O)C1CCCN(c2ncccn2)C1 (stereo unspecified),-2%,43%[activator],51,-31%,10%,-16%
O=C(NCCCN1CCN(c2ccc(F)cc2)CC1)C1CCCN(c2ncnc3c2nc2n3CCCCC2)C1 (stereo unspecified),-3%,-2%,?,-11%,2%,185%[activator]
Cc1ccc(CNC(=O)Cn2ccn(-c3cc(C)cc(C)c3)c(=O)c2=O)cc1,-1%,·,?,1%,·,·
O=C(COc1cccc(Cl)c1)Nc1cc(S(=O)(=O)N2CCOCC2)ccc1N1CCOCC1,0%,-5%,-29,-25%,-1%,35%
CC(C)CC(=O)Nc1nnc(S(=O)(=O)N2CCc3ccccc32)s1,-14%&13%,1%,28&1,1%&-1%,-24%,-24%
COc1ccccc1-c1nnc(NC(=O)c2ccc(S(=O)(=O)N(C)Cc3ccccc3)cc2)o1,-8%,-8%,·,4%,?,-10%
C=CCOC(=O)c1sc(NC(=O)c2ccc(OC)cc2)nc1C,-1%,14%,-38,0%[57.1 µM],1%,-19%
Cc1ccc(C(C)C)c(OCC(=O)NN=C2CCCC2)c1,-11%,84%[activator],6,-8%,3%,-9%[11.4 µM]
CCn1c(P(C)(=O)O)nc2cc(NC(=O)c3ccccc3F)ccc21,3%,4%,67,7%,-22%,-27%
CCOC(=O)C1=C(C)N=c2s/c(=C\c3cc(OC)c(OC)c(OC)c3)c(=O)n2C1/C=C/c1ccccc1 (stereo unspecified),?,6%,19,-2%,-1%,-23%
O=C(c1ccc(Cl)cc1)c1oc2ccccc2c1CS(=O)c1ccccc1 (stereo unspecified),6%,-10%,?,1%,7%,-25%
COc1ccc(CCNC(=O)C(CC(C)C)NC(N)=O)cc1 (stereo unspecified),?,14%,-12,-5%,7%,0%[11.4 µM]
COc1ccc2[nH]c(=O)c(C(c3nnnn3C(C)(C)C)N(Cc3ccco3)CC3CCCO3)cc2c1 (stereo unspecified),4%,3%,-31,?,-3%,-6%
CC(=O)Nc1ccc(S(=O)(=O)NC2(C(F)(F)F)C(=O)Nc3c2c(=O)[nH]c(=O)n3C)cc1 (stereo unspecified),5%,-2%,-20,-28%,8%,-5%
COc1cc([C@H]2OC[C@H]3[C@@H]2CO[C@H]3c2ccc(O)c(OC)c2)ccc1O,·,-1%,5,·,·,2%
O=C(Nc1nnc(-c2cc(Cl)ccc2Cl)o1)c1ccc2c(c1)OCCO2,0%,·,74,11%,·,·
Cc1cc2oc(=O)cc(Cn3ccnc3)c2cc1C,-12%,3%,39,0%,-5%,-16%
CCOc1ccccc1C(=S)NC1CCCCC1,-11%,2%,-30,0%,-5%,-24%
O=C(CN1C(=O)c2ccccc2S1(=O)=O)NCc1ccco1,3%,16%,7,-4%,1%,-23%
CCCC(=O)NNC(=O)CCC(=O)NCc1ccccc1,5%,37%[activator],-8,2%,14%,-32%

# Some entries already given, reduced to HCMV inh and AmpC detergent.
structure | HCMV inh | AmpC detergent
Cc1cccn2c(=O)c3cc(C(=O)NCCc4ccccc4)sc3nc12 | 61 | -1%
O=C(Nc1cccc(Cl)c1)N1CC2CCCN2c2ccccc21 (stereo unspecified) | 20 | 7%

# Additional compounds follow:
SMILES,AmpC detergent,AMA1-RON2 inh,HCMV inh,Sm TGR inh,FBPA Giardia inh,AmpC no deterg
c1ccc(CCNc2nc3ccccc3n3nnnc23)cc1,-2%,2%,1,-2%,6%,-21%
Cc1ccc(C(O)P(=O)(OC2CCCCC2)OC2CCCCC2)cc1 (stereo unspecified),?,-5%,-9,-6%,4%,63%[activator]
Cc1c(-c2nc(N)nc(Nc3ccccc3)n2)oc2ccccc12,-1%,-2%,45,-2%,-4%,29%
CCN(CC)S(=O)(=O)c1ccc2c(c1)c(=O)c(C(=O)NCc1ccco1)cn2C,2%,-4%,5,-12%,-5%,135%[activator]
COc1ccc(OC)c(NC(=O)c2cc(-c3cc(C)c(C)cc3O)n[nH]2)c1,-6%,26%,?,6%,0%,?
COc1cc2sc(-c3ccc(S(C)(=O)=O)cc3)c(C(=O)NCCCCO)c2cc1OC,·,-9%,-10,·,·,2%
O=C(NCc1ccco1)c1ccc(CNc2c(N3CCCCC3)c(=O)c2=O)cc1,-2%,-4%,27,0%,-3%,-5%
COc1ccc(/C=N/NC(=O)c2cc(C3CC3)[nH]n2)cc1OC,-6%,26%,7,3%,8%,-33%
O=C(C[C@H]1C/C=C\C[C@H](Cc2ccc(F)cc2)C(=O)O[C@@H](c2ccccc2)CNC1=O)N[C@H](CO)Cc1ccccc1,·,10%,-38,·,·,179%[activator]
CCn1c(=O)c(C(=O)CN2CCN(S(=O)(=O)c3cc(C)ccc3C)CC2)c(N)n(Cc2ccccc2)c1=O,-5%,8%,?,-5%,-1%,-26%
COc1ccc(S(=O)(=O)N2CCC(C(=O)NCc3ccc(C)cc3)CC2)cc1,-3%,12%,45,4%,·,3%
CCN1CCN(C(=S)c2ccc(OC)cc2)CC1,-11%,0%,31,2%,4.5µM*,-13%

# Laid out differently: results already given.
structure | AmpC detergent | AMA1-RON2 inh | HCMV inh | Sm TGR inh | FBPA Giardia inh | AmpC no deterg
COc1ccc(CCC(=O)N2CCN(S(=O)(=O)c3ccc(OC(F)(F)F)cc3)CC2)cc1 | 3% | -3%[11.6 µM] | -4 | 1% | · | 111%[activator]
Cc1cc2oc(=O)cc(Cn3ccnc3)c2cc1C | -12% | 3% | 39 | 0% | -5% | -16%
CCN(CC)S(=O)(=O)c1ccc2c(c1)c(=O)c(C(=O)NCc1ccco1)cn2C | 2% | -4% | 5 | -12% | -5% | 135%[activator]
COc1cccc(NC(=O)Nc2ccc3c(c2)N(C)C(=O)c2ccccc2S3)c1 | 29% | · | -34 | 5% | · | ·
CCOc1ccccc1OC(=O)c1cc2ccccc2oc1=O | 3% | 2% | -11 | 9% | -3% | -7%
COc1ccc2[nH]c(=O)c(C(c3nnnn3C(C)(C)C)N(Cc3ccco3)CC3CCCO3)cc2c1 (stereo unspecified) | 4% | 3% | -31 | ? | -3% | -6%

# Following part.
SMILES,AmpC detergent,AMA1-RON2 inh,HCMV inh,Sm TGR inh,FBPA Giardia inh,AmpC no deterg
COc1cc(/C=N\NC(=O)c2ccc(-c3ccccc3)cc2)cc(OC)c1OC(C)=O,4%,50%[activator],25,?,·,53%
Oc1ccc(/C=N/NC(=S)Nc2cccnc2)c(O)c1,-13%,14%[11.6 µM],68,-17%,-5%,-29%
COc1ccc([C@H]2CC(=O)C=C(c3ccc4c(c3)OCCO4)C2)cc1,-7%,-9%,53,-9%,·,-14%
O=C(c1ccccc1)N1N=C(c2ccccc2)CC1c1cccs1 (stereo unspecified),2%,-8%,-29,7%,8%,-28%
O=C(COc1ccc(Cl)cc1)N/N=C/c1cccc2cccnc12,3%,40%[activator],30,45%[activator],·,-29%
O=C(c1ccc(Cl)cc1Cl)c1ncc(C(F)(F)F)cc1Cl,-8%,-2%,24,3%,-2%,47%
Cc1ccc(NC(=S)Nc2ccc(OC(F)F)c(Cl)c2)cc1Cl,-13%,40%[activator],-89*,20%,-9%,-34%
COc1ccccc1C(=O)NCCC(=O)N1CCN(S(=O)(=O)c2ccccc2C(F)(F)F)CC1,-12%,-8%,-13,5%,·,101%[activator]
O=C(CSC1=NCCN1)NC1CCCCCC1,?,?,8,0%,-8%,-19%
